dFosB activator: mouse delta FosB homodimer activation | P13346 | purified delta FosB, TAMRA-CDK5 oligo fluorescence polarization; percent of positive-control signal above neutral wells | activation, % at 25 µM | actives 0.99% (n = 340,000) | AID 493131;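 active = mean activation above about 17%, with every replicate also reaching it, limit read from the data, passing the limit was not always enough; inconclusive = only one of the two conditions met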;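 also: fluorescence polarization rise as delta FosB binds a TAMRA Cdk5 AP-1 oligo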
Target sequence (P13346 whole entry, looked up): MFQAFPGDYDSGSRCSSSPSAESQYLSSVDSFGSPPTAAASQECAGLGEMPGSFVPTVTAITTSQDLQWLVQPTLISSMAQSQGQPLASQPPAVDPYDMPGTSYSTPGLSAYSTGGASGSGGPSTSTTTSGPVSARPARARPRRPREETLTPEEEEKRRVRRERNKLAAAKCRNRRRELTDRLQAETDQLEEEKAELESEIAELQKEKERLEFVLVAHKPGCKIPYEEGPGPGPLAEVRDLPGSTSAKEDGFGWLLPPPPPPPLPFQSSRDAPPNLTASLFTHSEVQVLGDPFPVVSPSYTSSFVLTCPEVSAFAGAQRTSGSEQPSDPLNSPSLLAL
Rtt109 HAT inh: inhibitors of Candida albicans Rtt109/Vps75 histone acetyltransferase. Q5AAJ8. purified Rtt109/Vps75, ThioGlo CoA-SH fluorescence, 4 h. inhibition, % at 34.9 µM. actives 0.16% (n = 330,000). AID 540336;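 active = inhibition of at least 50% in every replicate; inconclusive = best replicate reaches 50% inhibition but some replicates fall short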
Tat export inh: E. coli Tat transport inhibition. inhibition, % at 10 µM. E. coli MC4100 TorA-mCherry Tat export, fluorescence. actives 0.036% (n = 340,000);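 active = mean replicate inhibition at least 50% and at least half of replicates individually reaching 50%; inconclusive = only one of the two criteria met; inactive = neither criterion met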;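 also: exported cargo escapes ClpAP degradation while cytoplasmic cargo is degraded and loses fluorescence; 0% = median of neutral control wells and 100% = median of NaSCN control wells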
V-ATPase pH: regulators of yeast V-ATPase proton transport | S. cerevisiae, pHLuorin cytosolic pH fluorescence | actives 0.37% (n = 350,000) | response, % at 10 µM; in the data active = response mostly above about 7.3%, no sharp cut-off; inactive = mostly below about 5.4%; also: actives read high; inactives centre near 0; some compounds called inactive have numbers as strong as hits
CDK5 p35 inh: inhibitors of human CDK5/p35 kinase | Q00535+Q15078 | Recombinant CDK5/p35, ADP-Glo luminescence, 60 min | inhibition, % at 10 µM | actives 0.01% (n = 330,000);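 active = highest replicate inhibition of at least 50% and at least 75% of replicates reaching 50%; inconclusive = only one of the two criteria met; inactive = both criteria failed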;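 also: plate controls were DMSO neutral control for no effect and GW8510 at 10 µM for full effect; many of its hits are not listed in these tables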
Target sequence (Q00535 whole entry, looked up): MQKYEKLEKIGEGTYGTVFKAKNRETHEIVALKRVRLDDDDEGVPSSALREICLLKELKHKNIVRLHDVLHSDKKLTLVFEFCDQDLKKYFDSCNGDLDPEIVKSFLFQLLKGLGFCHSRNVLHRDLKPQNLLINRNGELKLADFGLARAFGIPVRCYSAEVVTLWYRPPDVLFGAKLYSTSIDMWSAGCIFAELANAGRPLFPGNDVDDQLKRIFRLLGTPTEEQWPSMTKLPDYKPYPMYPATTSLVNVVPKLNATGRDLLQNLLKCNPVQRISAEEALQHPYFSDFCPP
Target sequence (Q15078 whole entry, looked up): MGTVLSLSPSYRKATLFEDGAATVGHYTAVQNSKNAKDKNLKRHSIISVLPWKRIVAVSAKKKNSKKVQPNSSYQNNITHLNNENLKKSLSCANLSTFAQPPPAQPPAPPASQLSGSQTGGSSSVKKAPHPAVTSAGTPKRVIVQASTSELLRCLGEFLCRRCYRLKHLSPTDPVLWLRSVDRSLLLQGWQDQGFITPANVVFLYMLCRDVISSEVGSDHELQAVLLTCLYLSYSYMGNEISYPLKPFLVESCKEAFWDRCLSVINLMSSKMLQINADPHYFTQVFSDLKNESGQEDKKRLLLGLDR
RTF Ca sens act: cardiac RTF calcium sensitization; P19429+P45379; IANBD-labeled TnC RTF fluorescence at EC20 calcium; 0% EC20 calcium, 100% full calcium; activation, % at 7.2 µM; actives 0.24% (n = 340,000); AID 493008;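 active = activation above the mean over all tested compounds plus 3 SD, cut at about 30% in these data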;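 also: rise in fluorescence read as greater calcium sensitivity of cardiac thin filaments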
CAL PDZ FP-1: CAL PDZ (human) peptide binding inhibition | Q9HD26 | purified CAL PDZ, TMR-peptide fluorescence polarization, 1 h | inhibition, % at 24.9 µM | actives 0.92% (n = 300,000) | AID 602252;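 active = mean inhibition of at least 30% with at least half of replicates also reaching 30%; inconclusive = no clear call, values can overlap the other calls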;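 also: 0% = DMSO neutral control and 100% = excess unlabeled competitor peptide PRC23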
CAL PDZ FP-2: human CAL PDZ-peptide interaction inhibition | Q9HD26 | purified CAL PDZ, TMR-peptide fluorescence polarization, 1 h | inhibition, % at 20 µM | actives 0.02% (n = 330,000) | AID 504414;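 active = highest replicate inhibition of at least 40%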;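 also: plate controls were DMSO neutral control wells for no effect and unlabeled competitor peptide control wells for full effect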
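Material – purified CerCALP PDZ construct · Detection – FP readout, S and P plane fluorescence · Measure – percent inhibition from loss of millipolarization · Controls – unlabelled peptide for full inhibition, DMSO wells as neutral · Probe or stimulus – TMR-labelled reporter peptide T*-PRC34 bound in PDZ groove · Times – 1 h at RT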
Wnt act: activates Wnt/beta-catenin signaling in a reporter cell assay | activator, plate reader | activation, % at 9.35 µM | actives 1.2% (n = 300,000); in the data active = activation above about 30%, passing the limit was not always enough; inconclusive = no clear call, values can overlap the other calls;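 also: 0% = neutral control wells and 100% = positive control wells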
MITF TRPM1 HTS: activators of MITF-driven TRPM1 promoter activity in SK-MEL-5 cells | SK-MEL-5 TRPM1-promoter luciferase, 24 h; % of positive control, neutral wells = 0 | activation, % at 12.5 µM | actives 0.75% (n = 300,000);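 active = mean activation of at least 80% with every replicate also reaching 80%; inconclusive = mean reaches 80% but some replicate falls short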;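 also: 0% = neutral control wells and 100% = parthenolide positive control wells; values of inactives mirror those of a sister screen read the other way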
* marks the source's active call; other numbers are inactive results; ? = inconclusive; · = no result given.

SMILES	dFosB activator	Rtt109 HAT inh	Tat export inh	V-ATPase pH	CDK5 p35 inh	RTF Ca sens act	CAL PDZ FP-1	CAL PDZ FP-2	Wnt act	MITF TRPM1 HTS
COc1cc(NC(=O)COC(=O)CNC(=O)c2ccc(C)cc2)c(C)cc1[N+](=O)[O-]	-1.5	24.7	-5.5	-1.0	-0.4	-6.4	0.9	-3.6	-2.2	-2.5
O=C(NCCC1=CCCCC1)C1CCN(S(=O)(=O)c2cccc3cccnc23)CC1	-6.7	2.4	4.6	-2.1	1.4	5.2	·	-0.8	0.0	24.9
O=C(c1cc(-c2ccc(Cl)cc2)on1)N1CCCCCC1	-10.2	-13.2	-1.4	3.2	0.9	3.5	-1.7	-1.7	-5.2	64.0
Cn1c(=O)c2c(nc(NCCNC(=O)c3ccco3)n2Cc2ccc(F)cc2)n(C)c1=O	1.8	-4.1	-2.4	1.0	0.0	-5.8	1.5	-2.5	-1.4	-12.9
COc1ccc(C2=NCN(c3ccc(C)cc3)C(=S)N2)cc1	-3.3	-1.7	-5.7	2.5	0.4	8.2	-0.1	-0.6	·	60.3
CN1CCN(CCc2nc3cc(NC(=O)COc4ccc([N+](=O)[O-])cc4)ccc3n2C)CC1	9.2	3.4	0.7	2.9	-0.5	-4.1	-2.4	-2.4	-0.5	-7.6
Cc1cccc(NC(=O)c2ccc(COc3cccc4ccccc34)o2)n1	-9.1	-0.3	0.4	-2.8	2.6	-2.9	-4.6	0.2	1.8	-7.2
COCC(C)NC(=O)CSc1nnc(-c2cccc(S(=O)(=O)N3CCCCC3)c2)o1 (configuration not stated)	-4.4	28.2	5.5	4.5	0.5	8.7	1.1	-3.9	-0.7	-1.6
COc1ccc(C(=O)C2CCCN(Cc3ccc(NC(C)=O)cc3)C2)cc1OC (configuration not stated)	-1.9	3.3	-3.8	1.6	-0.7	6.1	-2.8	0.1	-0.2	·
Cc1ccc(-c2cc(C(=O)NC3CCCC3)no2)cc1	-0.5	-9.1	0.0	1.0	0.1	1.2	·	-1.0	28.7	125.0*
COc1ccc(S(=O)(=O)NCC2CCCN(CC(C)(C)C)C2)cc1 (configuration not stated)	0.0	3.6	-0.4	-0.2	-0.8	-2.8	-0.6	-6.8	-0.8	-2.7
COc1ccc(CNC(=O)c2cccnc2SC)cc1OC	1.6	-1.4	0.6	-1.6	-0.3	-5.0	1.0	0.3	-1.5	3.5
Cc1ccc2nc(Cl)c(/C=N/Nc3nc(C)cc(C)n3)c(=O)n2c1	-1.6	-2.5	-7.4	0.8	1.1	11.7	-1.6	-1.0	2.6	-10.0
Cc1cc(C)c(S(=O)(=O)N2CCN(C(=O)c3c(C)nn(-c4ccccc4)c3Cl)CC2)c(C)c1	-12.0	-1.6	11.1	1.6	-1.5	2.4	-1.9	-6.5	-3.8	-6.0
CNC(=O)COC(=O)c1cc(F)c(F)cc1Cl	-2.7	0.6	-8.1	1.7	-0.3	5.5	0.2	-1.1	·	-1.4
CCOC(=O)N1CCN(CC(=O)c2ccc3c(c2)CCN3C(C)=O)CC1	-0.4	-2.5	-3.6	-1.6	-0.9	2.9	·	0.1	-1.0	·
O=C1CCN(Cc2ccccc2)S(=O)(=O)c2ccc(F)cc21	2.8	-6.1	-0.2	0.8	0.4	0.7	-3.5	-0.4	-0.2	-1.6
CCSc1ccc2nnc(-c3ccc(F)cc3)n2n1	-33.3	1.2	9.4	1.0	-0.6	5.0	-4.7	-3.7	-3.0	19.5
CS(=O)(=O)Nc1ccc(Oc2ncccn2)cc1	-3.0	2.4	-7.3	0.6	-0.2	9.3	-5.6	-0.7	-2.8	-6.4
C/C(CC(=O)Nc1ccc(N(C)C)cc1)=N\NC(=O)c1ccccc1O	-14.9	-4.0	7.1	-6.0	-1.7	2.4	·	-0.6	2.5	-4.5
O=C(NNc1nc2c(F)cccc2s1)c1ccccc1	-2.9	7.6	7.9	-3.2	-1.1	3.9	-1.3	-1.2	1.1	8.8
COc1ccc2c(-c3ccccc3)cc(SCC(=O)NC3CCS(=O)(=O)C3)nc2c1 (configuration not stated)	-13.7	·	9.6	1.8	0.0	-2.7	-0.9	-4.5	5.5	4.2
O=C(O)C(Cc1ccccc1)Nc1ccc([N+](=O)[O-])cc1[N+](=O)[O-] (configuration not stated)	-1.9	14.8	5.2	0.2	0.1	3.0	1.2	-1.8	8.8	9.4
Cc1ccc(NC(=O)CSc2nccn2Cc2ccccc2)cc1C	-3.0	4.9	11.5	-0.1	0.6	14.3	-4.7	-2.0	·	18.2
COC(=O)/C(C#N)=C/c1c(N2CCN(c3ccccc3)CC2)nc2c(C)cccn2c1=O	-6.2	8.3	1.4	-0.4	-2.0	-4.5	-5.7	-0.2	-2.6	5.1
SMILES	dFosB activator	Rtt109 HAT inh	Tat export inh	V-ATPase pH	CDK5 p35 inh	RTF Ca sens act	CAL PDZ FP-1	CAL PDZ FP-2	Wnt act	MITF TRPM1 HTS
Nc1nnc(SCc2ccc(F)cc2)n1-c1ccccc1	-2.9	0.8	8.5	-3.9	0.0	0.0	·	-1.6	·	-0.8
O=C(Nc1ccccc1Cl)OC1CCCCC1	-4.7	-7.7	2.8	-2.8	-3.1	-8.9	-3.5	0.2	4.6	71.1
COC(=O)C1CCN(C(=O)COC(=O)C2CCN(S(=O)(=O)c3ccc4c(c3)OCCO4)CC2)CC1	-3.1	-0.5	-5.4	-0.4	-0.4	-0.4	0.8	-1.9	-1.9	-2.6
CN1CCN(C(=O)/C(C#N)=C/c2ccc(OC(F)F)cc2)CC1	0.6	14.3	-7.5	0.7	-0.7	-1.0	-4.3	-1.0	1.4	11.6
CC(C)c1nnc(NC(=O)C2CCCO2)s1 (configuration not stated)	-0.4	3.5	-5.3	3.2	0.0	-5.6	1.3	-1.0	0.9	-4.0
O=C(COc1ccccc1)N1CCN(c2ccc([N+](=O)[O-])c(N3CCCCC3)c2)CC1	-15.6	9.6	2.2	-3.1	0.7	-0.5	-2.2	-1.9	-5.4	9.3
CC(=O)N1CCN(C(=O)COc2ccc3oc4c(c3c2)CCCC4)CC1	-2.8	-2.9	3.3	-3.5	-0.3	-2.7	-7.0	-0.7	2.0	-16.8
COc1ccc(NC(=O)Cn2c(-c3ccc(OC)cc3)cn(-c3ccc(C)cc3)c2=O)cc1	-8.6	7.5	-2.2	1.7	-0.2	0.5	-2.3	-0.2	·	·
CC(=O)N1c2ccc(S(=O)(=O)NCC3CCC(C(=O)NCc4ccc(C)o4)CC3)cc2CC1C (configuration not stated)	-5.2	-1.5	-1.4	-0.7	-1.1	-4.2	3.8	-3.3	0.5	-0.4
CCN(CC)CCCNC(=O)c1sc2ncn(CC(=O)Nc3ccc(C)c(Cl)c3)c(=O)c2c1C	-52.2	·	-1.7	1.5	-1.7	-7.8	0.0	-6.5	-4.6	21.5
COC(=O)c1ccc(Nc2cc(C)nc3ccc(C)cc23)cc1	-8.1	0.9	-3.8	-2.8	1.2	1.5	6.7	-3.2	-9.4	-75.5
Cc1ccc(NC(=O)CNc2cc(S(=O)(=O)N3CCOCC3)ccc2N2CCOCC2)cc1S(=O)(=O)N(C)C	4.2	-7.0	1.7	0.0	0.3	3.6	·	0.5	-7.9	-9.4
Cc1ccc(NC(=O)c2ccc3c(c2)C(=O)N(Cc2cccnc2)C3=O)c(C)c1	2.0	6.7	1.1	0.3	0.6	-0.7	-3.6	-1.0	-0.6	2.5
OCOCCCn1c(C2CCCN2c2nc(-c3ccc(F)cc3)cs2)nc2cc(Cl)c(N3CCCCC3)cc21 (configuration not stated)	1.2	-1.8	13.9	-2.7	1.1	0.3	-0.8	1.6	-10.7	-16.0
COc1ccccc1N1CCN(S(=O)(=O)c2c(C)[nH]c(C)c2C(=O)N2CCCC2)CC1	0.5	-0.1	1.9	-5.4	0.8	-3.1	9.5	0.3	-0.1	3.1
COc1cc(OC)cc(C(=O)NNC(=S)NC(=O)c2cccnc2)c1	0.1	-5.9	-0.1	-1.1	-0.5	-4.7	60.8*	-1.2	1.8	6.5
C=CCNC(=S)NNC(=O)c1ccc(=O)n(Cc2ccccc2)c1	-4.4	-4.5	5.4	-1.4	-4.9	·	-0.3	-0.8	-0.5	4.5
CCC(Sc1nc2cc(OC)c(OC)cc2c(=O)n1Cc1ccco1)C(=O)NCCOC (configuration not stated)	2.0	2.4	1.7	0.7	1.8	-0.5	-2.3	-0.7	·	·
Cc1ccc(NC(=S)c2ccc3ccccc3n2)c(C)c1	-0.7	-4.0	-6.9	-0.4	0.1	0.8	8.0	-1.9	28.2	25.2
COc1ccc(C(=O)N2CCN(Cc3ccccc3[N+](=O)[O-])CC2)cc1	-3.4	-1.1	-3.7	1.4	-5.6	-0.7	-3.0	-1.3	0.0	·
CSCc1c(C(=O)NCCc2ccccn2)oc2ccccc12	-8.5	6.8	-7.7	3.4	-1.8	4.5	-2.9	-3.6	-0.1	-3.7
COc1ccc(C(NC(=O)CN2C(=O)NC3(CCc4ccccc43)C2=O)c2ccccc2)cc1 (configuration not stated)	-15.9	-1.3	1.2	1.3	-2.7	0.6	-1.9	-6.1	-1.7	-7.8
O=C(O)c1ccc(COc2ccccc2/C=C2\NC(=O)N(Cc3ccccc3F)C2=O)cc1	-16.7	2.6	-8.5	4.9	0.5	-2.6	-6.4	-2.3	-2.1	1.2
O=C1CN(S(=O)(=O)c2ccccc2C(F)(F)F)CCN1	4.3	-0.1	?	-2.0	0.4	2.5	-1.2	-1.2	-0.1	2.5
Cc1cc(=O)oc2cc(OCC(=O)NCCCN3CCCC3=O)c(Cl)cc12	-0.9	1.4	-0.1	6.4	-0.6	-7.1	2.4	-0.1	0.1	-4.8
SMILES	dFosB activator	Rtt109 HAT inh	Tat export inh	V-ATPase pH	CDK5 p35 inh	RTF Ca sens act	CAL PDZ FP-1	CAL PDZ FP-2	Wnt act	MITF TRPM1 HTS
c1ccc(-c2noc(CN3CCN(c4ccccc4)CC3)n2)cc1	-4.5	-8.2	-1.9	-2.1	1.0	4.2	·	0.5	0.3	-5.7
COc1ccc(NC2=Nc3ccccc3CC2)cc1	1.7	-1.0	8.9	-0.8	4.2	9.3	1.1	-2.1	39.5*	91.1*
COc1ccc(-c2nsc3c(N4CCCC4)ncnc23)cc1	3.2	3.6	-2.0	-2.9	-1.2	0.1	-2.8	0.3	·	-26.1
C/C(=N\NC(=O)CCc1ccc(S(=O)(=O)N2CCOCC2)cc1)c1ccccc1Cl	-4.1	6.4	6.7	1.3	-2.4	-2.4	·	0.5	-0.9	-2.8
Cc1cc(C(=O)CSc2nnc(C3CC3)n2C2CC2)c(C)n1C(C)C	-4.3	1.9	-6.0	2.2	1.2	-0.7	27.9	-3.8	17.4	7.0
CCC(CC)C(=O)NCCc1cc2ccc(OC)cc2[nH]c1=O	0.8	-1.3	-1.9	-0.1	0.6	-6.0	-3.0	0.1	·	-2.0

Random draw from the library (roughly 4.1% active in at least one column).
